High-throughput results from PubChem.
TbPYK inhibitor = inhibitors of Trypanosoma brucei pyruvate kinase | TbPYK enzyme, Kinase-Glo Plus ATP luminescence, 45 min | actives 0.12% (n = 410,000) | Q57TT1 | Potency, µM (series often up to 76.8 µM), for the others: top-dose activity, negative = inhibition, actives largely listed as inhibitors; active = well fitted inhibition curve with a large enough effect; inconclusive = small, poorly fitted or top-dose-only effect; also: nearly all actives have a fitted effect of over 50% in size
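Glycolytic pyruvate kinase of T. brucei was incubated with substrate, test compound and 130 uM ADP for 45 minutes at room temperature. Luminescent Kinase-Glo Plus signal was measured after 10 minutes.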
* marks the source's active call; other numbers are inactive results; ? = inconclusive; [ ] = dose if it differs, or a comment. % is scaled to controls: 0 for no effect and ±100 for the full control effect; potency is read from the fitted curve at half-maximal effect.

no.	Structure	TbPYK inhibitor
1	CCOc1ccc(CCNC(=O)c2cn(C)c3ccc(S(=O)(=O)N4CCCCCC4)cc3c2=O)cc1OCC	-1%
2	Cc1ccc(CN2CCSc3ccc(C(=O)NCCc4ccccc4)cc32)cc1	-2%
3	O=C(NCc1ccccc1)C(=O)NCC(c1cccs1)S(=O)(=O)c1cccs1 (stereo not given)	1%
4	O=S(=O)(c1ccccc1)c1nc(-c2ccc(F)cc2)oc1NCc1ccccc1	1%
5	CCOc1ccc(CCNC(=O)CN2C(=O)COc3ccc(S(=O)(=O)N4CCC(C)CC4)cc32)cc1	-5%
6	CCn1cc2nc(SCc3ccccc3Cl)n(Cc3ccc(OC)cc3)c(=O)c2n1	-4%
7	CCN(C(=O)c1cn(-c2cccc(OC)c2)c(=O)c2ccccc12)c1ccccc1C	-2%
8	CCOC(=O)C1CCCN(C(=O)c2nn(-c3ccc(OC)cc3)c(=O)c3c2c2ccccc2n3C)C1 (stereo not given)	-8%
9	CC(C)CNc1cc(NC2CCCCC2)c2c3c(onc13)-c1ccccc1C2=O	?
10	CCc1ccc(C2CC(=O)Nc3cc4c(cc32)OCO4)cc1 (stereo not given)	-3%
11	COc1ccc(C)cc1N(C)C(=O)c1sc2nc3n(c(=O)c2c1C)CCCCC3	-2%
12	COc1ccc(Oc2ncc3nc(-c4ccc(F)cc4)c(=O)n(C)c3n2)cc1	-8%
13	CC(=O)Nc1ccc(NC(=O)C2CCN(c3cnccn3)CC2)cc1	-5%
14	O=C(OCc1cc(=O)n2nc(-c3cccs3)sc2n1)c1ccccc1	-3%
15	CCCCOc1ccccc1C(=O)Nc1onc2c1CCCC2	-8%
16	CN(C(=O)Cn1cc(S(=O)(=O)N2CCN(c3ccccc3F)CC2)c2ccccc2c1=O)c1ccc(Cl)cc1	-4%
17	Cc1cccc(C)c1OCC(=O)Nc1ccc(Cl)cc1C(=O)c1ccccc1	1%
18	Cc1cc(C)cc(-n2ccnc2SCC(=O)Nc2cccc3ccccc23)c1	1%
19	CCOc1ccccc1NC(=O)Nc1cc(C(=O)NCc2ccc(C)cc2)ccc1N1CCCC1	2%
20	COC(=O)c1ccccc1NC(=O)COCc1cc(-c2cccs2)on1	4%
21	O=C(NCCc1ccccc1)c1ccc2c(c1)N(Cc1ccccc1)C(=O)c1ccccc1S2=O (stereo not given)	-5%
22	CCSc1nnc2c(n1)OC(c1ccc(C)s1)Nc1ccccc1-2 (stereo not given)	-2%
23	CC1=C(C(=O)Nc2cccnc2)C(c2cccc(Br)c2)n2nc(SCc3ccccc3)nc2N1 (stereo not given)	-8%
24	CCOc1ccc(-c2cc3nc(C4CCN(C(=O)OC(C)(C)C)CC4)c(C(=O)Nc4ccc(C)c(F)c4)cn3n2)cc1	3%

3 entries from above in another layout.
(18) Cc1cc(C)cc(-n2ccnc2SCC(=O)Nc2cccc3ccccc23)c1
  TbPYK inhibitor = 1%
(19) CCOc1ccccc1NC(=O)Nc1cc(C(=O)NCc2ccc(C)cc2)ccc1N1CCCC1
  TbPYK inhibitor = 2%
(20) COC(=O)c1ccccc1NC(=O)COCc1cc(-c2cccs2)on1
  TbPYK inhibitor = 4%

Later entries:
no.	Structure	TbPYK inhibitor
25	Cc1cccc(CSc2cn(CC(=O)N3CCCC3)c3ccccc23)c1	-6%
26	Cc1ccc(CSc2oc(-c3cccs3)nc2S(=O)(=O)c2ccccc2)cc1	-4%
27	CCOc1ccccc1C(=O)Nc1nc2c(s1)CC(C)CC2 (stereo not given)	-13%
28	CS(=O)(=O)N1CCC2(CCCN(C(=O)Nc3ccccc3)C2)CC1	-4%
29	CCOc1ccc(-c2cc3c(=O)n(Cc4nc(-c5ccc(OC(C)C)cc5)oc4C)ccn3n2)cc1Cl	-2%
30	CCOc1ccccc1NC(=O)Cn1ncc2c(=O)oc3ccc(C)cc3c21	-6%
31	CCOc1ccc(N(CC(=O)Nc2ccc(F)cc2F)S(=O)(=O)c2c(C)[nH]c(=O)[nH]c2=O)cc1	0%
32	CCCCS(=O)(=O)N[C@@H](Cc1ccc(OCCCCC2CCNCC2)cc1)C(=O)O	3%
33	O=C(COc1ccccc1[N+](=O)[O-])N1CCN(CCc2ccccn2)CC1	-2%
34	COc1ccc(NC(=O)N2CCC3(CC2)CCN(S(=O)(=O)c2ccccc2)CC3)cc1	0%
35	COc1cccc(-c2cc(C(=O)Nc3c(C)nn(Cc4ccccc4Cl)c3C)no2)c1	-9%
36	O=C1c2[nH]nc(-c3ccccc3)c2C(c2ccccc2)N1c1cccc(C(F)(F)F)c1 (stereo not given)	-5%
37	Cc1ccc(C)c(NC(=O)C2CCN(c3ncnc4c3nc3n4CCCCC3)CC2)c1	0%
38	CCc1ccc(-c2[nH]c3c(c2-c2c(-n4cccc4)n(C)c(=O)[nH]c2=O)c(=O)[nH]c(=O)n3C)cc1	-1%
39	N#CC1(N2CCCCC2)CCCCC1	7%
40	Cc1cccc(NC(=O)CSc2nc3ccc(NC(=O)c4ccco4)cc3s2)c1	0%
41	CCOc1ccc(NC(=O)CC2C(=O)N(c3ccc(Cl)cc3)C(=O)N2Cc2cccs2)cc1 (stereo not given)	1%
42	Cc1ccc(-c2nc(CS(=O)(=O)CC(=O)NCc3ccc(Cl)cc3)c(C)o2)cc1	1%
43	Cc1cccc(CC(=O)N2CC(=O)Nc3ccc(C)cc3C2c2ccc(F)cc2)c1 (stereo not given)	5%
44	CC(Nc1ccc(-c2nc(-c3ccco3)no2)cc1[N+](=O)[O-])c1ccccc1 (stereo not given)	?
45	CCOc1ccc(CCNC(=O)C2CCN(C(=O)N3CC(CC)Oc4ccc(C)cc43)CC2)cc1 (stereo not given)	-2%
46	CCc1ccc2oc(-c3cc(NC(=O)C(C)C)cc(C)c3O)nc2c1	0%
47	CCN(CC)c1cc(C)c2cc(NC(=O)/C=C/c3cc(OC)c(OC)c(OC)c3)ccc2n1	1%
48	CCc1ccccc1NC(=O)CN(c1ccc(OC)cc1)S(=O)(=O)c1c(C)n[nH]c1C	3%
49	CC1CCN(S(=O)(=O)c2cn(CC(=O)Nc3ccc(F)cc3)c(=O)c3ccccc23)CC1	-3%
50	O=C(c1cnc(N2CCOCC2)c2ccccc12)N1CCN(c2ccc(F)cc2)CC1	-8%
51	CC(=O)Nc1ccc(NC(=O)CN2C(=O)CCc3cc(S(=O)(=O)N4CCCCC4)ccc32)cc1	-3%
52	Cc1cccc(CSc2ncc(Cl)c(C(=O)Nc3nc4ccc(F)cc4s3)n2)c1	-5%
53	CCCN1C(=O)C(Cc2nc3ccccc3c(=O)n2CC)c2cc(Br)ccc21 (stereo not given)	7%
54	COc1ccc(NC(=O)CCS(=O)(=O)c2nc(-c3ccc4c(c3)OCO4)cc(C(F)(F)F)n2)cc1OC	0%
55	O=C(CCCCn1c(=O)c2ccccc2n(Cc2cccc(F)c2)c1=O)NCc1ccc2c(c1)OCO2	-1%
56	CC1CCN(C(=O)CN2c3ccc(C(C)C)cc3-c3ccccc3S2(=O)=O)CC1	-2%
57	CCc1nn2c(=O)cc(COC(=O)c3ccc(NC(=O)COc4ccc(C)cc4)cc3)nc2s1	5%
58	COc1ccc(NCc2cccn2-c2nnc(N3CCCCC3)s2)cc1OC	-18%
59	COc1ccc(C(=O)N2CCC3(CCCN(C(c4ccccc4)c4ccccc4)C3)CC2)cc1	-16%
60	CCOc1ccc(-c2cc(NC(=O)c3cccc(Cl)c3)c(C(=O)OC)s2)cc1	4%
61	CCCCC1CCC(C(=O)N2CC(=O)Nc3ccc(F)cc3C2c2ccc(F)cc2)CC1 (stereo not given)	12%
62	COc1ccc(CC(=O)NCc2ccc3c(c2)CCN3C(=O)c2ccccc2)cc1OC	2%
63	Cc1cc(C)n(-c2nc3ccccc3nc2Nc2cccc(C(F)(F)F)c2)n1	0%
64	Cc1ccc(N2CC(C)Cn3c2nc2c3c(=O)n(CC(=O)O)c(=O)n2C)cc1 (stereo not given)	4%
65	O=C(CCC1N=C2c3ccccc3N=C(SCc3ccc(F)cc3)N2C1=O)NCCc1ccccc1 (stereo not given)	12%
66	O=c1[nH]c(SCc2ccccc2)nc2c1CCCC2	-1%
67	COc1cccc(NS(=O)(=O)c2cc3c4c(c2)C(C)C(=O)N4CCC3)c1 (stereo not given)	-2%
68	O=C1CN=C(c2ccccc2)c2cc(Cl)ccc2N1Cc1ccc(Cl)cc1	4%
69	CNC(=O)COc1ccc(NC(=O)CCn2nc(-c3ccc(C)cc3)c3ccccc3c2=O)cc1	-9%
70	Cc1ccc(Cl)cc1NC(=O)CN1C(=O)COc2ccc(S(=O)(=O)N3CCCCCC3)cc21	1%
71	CC(C)c1ccc(S(=O)(=O)c2nnn3c2nc(NC2CCCC2)c2sccc23)cc1	-2%
72	CCN(Cc1ccccc1)C(=O)C1CCN(S(=O)(=O)c2ccc3c(c2)CCCN3C(C)=O)CC1	0%
73	CCOC(=O)C1=C(CN2CCN(c3cc(C)ccc3C)CC2)NC(=O)NC1c1ccc(Cl)cc1 (stereo not given)	1%
74	CCOC(=O)c1sc(N2C(=O)c3oc4ccc(C)cc4c(=O)c3C2c2ccccc2F)nc1C (stereo not given)	2%
75	COc1ccc(Cl)cc1N(C)C(=O)c1ccc2c(=O)n3c(nc2c1)CCCCC3	0%
76	O=C(Nc1ccccc1)N1CC[C@@]2(CCCN(C(=O)c3cccc(F)c3)C2)C1	-7%
77	COc1cc(C2c3c(-c4ccccc4O)n[nH]c3C(=O)N2Cc2ccncc2)cc(OC)c1OC (stereo not given)	-1%
78	COc1cccc(NC(=O)CNC(=O)Cn2c(C)cc3ccccc3c2=O)c1	2%
79	O=C(Nc1ccc2nc(SCC(=O)N3CCOCC3)sc2c1)c1ccc(Br)cc1	-2%
80	COc1cccc(NC(=O)c2c(C)nn(-c3cccc(C)c3)c2-n2cccc2)c1	10%[15.4 µM]
81	CCSc1oc(-c2ccc(F)cc2)nc1S(=O)(=O)c1ccc(C)cc1	3%
82	Cc1cc(C)c(NC(=O)c2cc3sc(Cl)cc3n2C)c(C)c1	-8%
83	O=C(CN1C(=O)c2cccc3cccc1c23)Nc1cccc(F)c1	1%
84	O=C(Nc1ccc(Cl)c(Cl)c1)N1CCC(c2ccccc2)C1 (stereo not given)	0%

2 of the compounds above, field by field.
81. CCSc1oc(-c2ccc(F)cc2)nc1S(=O)(=O)c1ccc(C)cc1
  TbPYK inhibitor = 3%
82. Cc1cc(C)c(NC(=O)c2cc3sc(Cl)cc3n2C)c(C)c1
  TbPYK inhibitor = -8%

(further entries)
no.	Structure	TbPYK inhibitor
85	O=C(NCc1ccccc1)C1CCN(S(=O)(=O)c2ccc3c(c2)CCCN3C(=O)C2CCC2)CC1	-2%
86	CCCCC(=O)OCC(=O)[C@H]1[C@H](C)C[C@@H]2[C@@H]3C[C@@H](F)C4=CC(=O)C=C[C@]4(C)[C@@]3(F)[C@@H](O)C[C@@]21C	-7%
87	COc1ccc(NC(=O)CC2C(=O)N(c3ccccc3)C(=O)N2Cc2cccnc2)cc1 (stereo not given)	2%
88	CC(=O)c1ccc(NC(=O)CSc2nc(-c3cccc(F)c3)nc3c2c(=O)n(C)c(=O)n3C)cc1	-7%
89	Cc1nc2nc(SCC(=O)NCCc3ccc(Cl)cc3)nn2c(C)c1Cc1c(F)cccc1Cl	-1%
90	COc1cccc(CNc2ncnc3onc(-c4ccc(F)cc4)c23)c1	1%
91	CCc1ccc(NC(=O)Cn2c(=O)oc3cc(S(=O)(=O)NCc4ccccc4)ccc32)cc1	-2%
92	Cc1ccc(C)n1-c1nnc(N2CCCC(C(=O)NCc3ccc(F)cc3)C2)s1 (stereo not given)	-2%
93	COc1ccccc1C(=O)Nc1ccc(C(=O)OCc2cc(=O)n3c4c(sc3n2)CCCC4)cc1	-4%
94	Cc1ccc(C)c(S(=O)(=O)NCC(c2ccc(N(C)C)cc2)N2CCOCC2)c1 (stereo not given)	-2%
95	O=C(NCc1ccccc1Cl)c1cc2c(s1)-c1ccccc1SC2	-5%
96	CCc1nn(CC(=O)N2CCN(c3ccc(OC)cc3)CC2)c(=O)c2cc3sccc3n12	4%
97	COc1ccc(-c2c(C)c3ccc(O)c(CN4CCN(CCO)CC4)c3oc2=O)cc1OC	0%
98	CC(C)CCNC(=O)C1CCN(C(=O)c2cc3sccc3n2Cc2ccc(Cl)cc2)CC1	0%
99	Clc1ccccc1-c1nnc(-c2ccccc2CNc2ccc(Br)cc2)o1	-8%
100	COc1ccc2nc(N(Cc3cccnc3)C(=O)C3COc4ccccc4O3)sc2c1 (stereo not given)	3%
101	COc1ccc2cc(S(=O)(=O)c3ccccc3F)c(=O)oc2c1	-1%
102	CCN1CCN(c2cc(C)c3cc(NC(=O)c4cc(Br)ccc4Cl)ccc3n2)CC1	2%
103	CCOC(=O)c1c(C)[nH]c(CCC(=O)Nc2ccccc2C(=O)OC)c1C	-2%
104	Cc1cc(=O)n2[nH]c(NCc3ccc(F)cc3)nc2n1	-3%

Random excerpt: 3 compounds from above
no.	Structure	TbPYK inhibitor
102	CCN1CCN(c2cc(C)c3cc(NC(=O)c4cc(Br)ccc4Cl)ccc3n2)CC1	2%
97	COc1ccc(-c2c(C)c3ccc(O)c(CN4CCN(CCO)CC4)c3oc2=O)cc1OC	0%
103	CCOC(=O)c1c(C)[nH]c(CCC(=O)Nc2ccccc2C(=O)OC)c1C	-2%

Only part of the results is shown. The share of hits here may be higher or lower than overall.
